Source: PubChem
USP1 inh: blocks the human USP1/UAF1 deubiquitinase complex | AID 743255 | recombinant USP1/UAF1, Ub-Rhodamine cleavage fluorescence | Potency, µM (series often up to 57.1 µM), inactives show at the highest dose activity change, negative = inhibition, hits mostly inhibitors | O94782 | 390,000 compounds, 0.23% hits; further: potency means the concentration at half of the fitted maximal effect; on the % scale 0 is the no-effect control and ±100 the full control effect; nearly all actives have a fitted effect of over 60% in size; inactives centre near -12
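USP1/UAF1 complex at 1 nM was preincubated with compound for 15 min at room temperature, then Ub-Rho substrate (150nM final) was added. Fluorescence (480/540 nm) was read kinetically, 6 reads every 60 seconds.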
TrxR1 inh: rat TrxR1 inhibition; 390,000 compounds, 1% hits; O89049; recombinant rTrxR1, NADPH fluorescence consumption, selenite substrate; AID 588453; Potency, µM (titrated, usually from 114 µM), inactives show top-dose activity change, negative = inhibition, hits mostly inhibitors; further: potency means the concentration at half of the fitted maximal effect; on the % scale 0 is the no-effect control and ±100 the full control effect; nearly all actives have a fitted effect of over 65% in size
Target sequence (O89049 whole entry, looked up): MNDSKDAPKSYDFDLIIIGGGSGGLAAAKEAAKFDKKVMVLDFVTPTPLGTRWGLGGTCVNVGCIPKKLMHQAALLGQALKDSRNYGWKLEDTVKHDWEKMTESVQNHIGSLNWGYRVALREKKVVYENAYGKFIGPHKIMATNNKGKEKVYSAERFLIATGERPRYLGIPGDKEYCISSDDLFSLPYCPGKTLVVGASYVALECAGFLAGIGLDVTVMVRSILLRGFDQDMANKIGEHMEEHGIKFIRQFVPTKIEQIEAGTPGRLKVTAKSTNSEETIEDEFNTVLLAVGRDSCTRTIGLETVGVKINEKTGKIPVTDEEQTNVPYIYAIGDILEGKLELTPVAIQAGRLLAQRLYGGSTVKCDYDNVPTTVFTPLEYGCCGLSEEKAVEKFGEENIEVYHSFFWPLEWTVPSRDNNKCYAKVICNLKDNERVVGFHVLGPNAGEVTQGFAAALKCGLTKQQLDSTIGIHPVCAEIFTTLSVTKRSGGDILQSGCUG
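Rat TrxR1 (90 nM in the dispensed reagent) was pre-reduced with 400 uM NADPH for 5 min at room temperature, then incubated with compound for 15 min. After 400 uM selenite was added, NADPH fluorescence (Ex 340/Em 450 nm) was followed for 8 min.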
D2 ag: agonists of human D2 dopamine receptor. P14416. HEK293 T-REx D2 cells, calcium flux agonist mode. activation, % at 2 µM. 340,000 compounds, 0.53% hits;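 active means activation over 3 SD above normal in the single-dose calcium agonist read, cut at about 30% in these data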; further: 0% is about no effect
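Tetracycline-induced HEK293 T-REx cells with force-coupled D2 receptor, plated overnight at 30 C, loaded with no-wash calcium dye. After a 10 s baseline, compound was pin-added and calcium flux read kinetically for 180 s; calcium rises flagged agonists.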
Pin1 inhibitor: blocks the human prolyl isomerase Pin1 | Q13526 | AID 504891 | Potency, µM (highest dose often 115 µM), inactives show at the highest dose activity, negative = inhibition, hits mostly inhibitors | 390,000 compounds, 0.009% hits | Pin1 FP peptide displacement, HiFluor488, 10 min; active means well fitted inhibition curve with a large enough effect in the polarisation, with a control signal flat, not every such curve was filed as active; inconclusive means small, poorly fitted or top-dose-only effect, or effect the other way, or a change in a side signal; inactive means no such curve, though single readings can be large or run the other way; the % refers to the polarisation; further: potency means the concentration at half of the fitted maximal effect; on the % scale 0 is the no-effect control and ±100 the full control effect
TRHR ag: TRH receptor (human) agonism | P34981 | TRHR cells, calcium flux fluo-8, FDSS agonist mode | activation, % at 2 µM | 360,000 compounds, 0.18% hits | AID 493084; in the data active means activation above about 30%; further: 0% is about no effect
Target sequence (P34981 whole entry, looked up): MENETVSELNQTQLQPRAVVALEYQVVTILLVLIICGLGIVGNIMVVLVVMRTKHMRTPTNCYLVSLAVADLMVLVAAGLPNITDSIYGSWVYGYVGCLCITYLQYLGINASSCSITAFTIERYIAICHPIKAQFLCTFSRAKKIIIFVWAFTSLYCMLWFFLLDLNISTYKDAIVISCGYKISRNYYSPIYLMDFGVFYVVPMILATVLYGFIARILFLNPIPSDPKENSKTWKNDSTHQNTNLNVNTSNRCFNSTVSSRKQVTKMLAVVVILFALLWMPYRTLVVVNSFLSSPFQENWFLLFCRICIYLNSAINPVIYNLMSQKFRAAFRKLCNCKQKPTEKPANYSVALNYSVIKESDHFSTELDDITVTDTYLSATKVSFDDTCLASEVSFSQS
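TRHR-expressing cells, plated overnight in medium with 10% serum, were loaded with fluo-8 calcium dye at room temperature. After a 10 s baseline, library compound was pin-added and calcium release was recorded kinetically (ex 480/em 530) as agonist response.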
mIDH1 inhibitor: blocks human mutant IDH1 R132H enzyme; Potency, µM (top dose mostly 76.6 µM), for the others: top-dose activity change, negative = inhibition, hits mostly inhibitors; IDH1-R132H enzyme, NADPH consumption, diaphorase/resazurin fluorescence; 390,000 compounds, 0.093% hits; further: potency means the concentration at half of the fitted maximal effect; on the % scale 0 is the no-effect control and ±100 the full control effect; nearly all actives have a fitted effect of over 65% in size
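IDH1-R132H (0.5 ug/mL dispensed) in pH 7.5 Tris buffer was preincubated 30 min with compound, then given a substrate mix of 0.016 mM NADPH and 2 mM alpha-KG for 80 min at room temperature; remaining NADPH was read by diaphorase/resazurin fluorescence.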
TRHR PAM: TRH receptor (human) allosteric enhancement | AID 493056 | TRHR cells, fluo-8 calcium fluorescence, EC20 TRH enhancement | 360,000 compounds, 0.66% hits | enhancement, % at 2 µM; in the data active means enhancement above about 30%; further: 0% is about no effect
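TRHR-expressing cells loaded with fluo-8 calcium dye were read kinetically (ex 480/em 530) during compound addition, then stimulated with an EC20 of TRH (10 nM final). Enhancement of the Gq-mediated intracellular calcium response was scored.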
D2 antag: antagonizes the human D2 dopamine receptor | P14416 | 340,000 compounds, 2% hits | HEK293 TREx D2 cells, calcium flux, dopamine EC80 | AID 485344 | inhibition, % at 10 µM; in the data active means inhibition above about 30%; further: 0% is about no effect
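Calcium flux kinetic readout in an inducible HEK293 TREx D2 line plated overnight at 30 C. After 180 s compound exposure, an EC80 dopamine challenge follows with another 180 s kinetic read to detect antagonism.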
TrxR1 substrate: rat thioredoxin reductase 1 substrate activity; Potency, µM (doses to about 114 µM), without a hit: at the highest dose activity change, negative = substrate turnover; purified TrxR1 substrate turnover, NADPH consumption readout; O89049; 390,000 compounds, 0.01% hits; further: potency means the concentration at half of the fitted maximal effect; on the % scale 0 is the no-effect control and ±100 the full control effect; nearly all actives have a fitted effect of over 50% in size
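Rat TrxR1, dispensed at 90 nM, was prereduced with 400 uM NADPH (final) for 5 min at ~22 deg C, then incubated with compound 15 min before 400 uM selenite. A first-read NADPH fluorescence drop versus no-compound background flagged substrates.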
The depositor's hits bear a star; ? = inconclusive; / = no result given; & = joins results of further samples; [ ] = remark or other dose. Unless noted, the call rests on the fitted dose curve; in most records, active means well fitted inhibition curve with a large enough effect; inconclusive means small, poorly fitted or top-dose-only effect; inactive means no such curve, though single readings can be large or run the other way. A portion of the library, so the mix of outcomes need not match the whole.

SMILES	USP1 inh	TrxR1 inh	D2 ag	Pin1 inhibitor	TRHR ag	mIDH1 inhibitor	TRHR PAM	D2 antag	TrxR1 substrate
COc1cccc(NC(=O)c2ccc3nsnc3c2)c1	-10%	11%	-0.5	-5%	-0.5	8%	-1	-1	0%
NCCCSC1=NCCCN1	-8%	17%	0.6	3%	0.9	6%	5	17	0%
COc1ccc(C(=O)NC(=S)NC(C)c2ccccc2)cc1 (configuration not stated)	?	-67%	/	-1%	/	3%	/	/	5%[57.1 µM]
N#CCCN(C(=O)COC(=O)CNC(=O)C12CC3CC(CC(C3)C1)C2)c1ccccc1	-21%	13%	-1.1	-8%	0.4	0%	-4	8	-2%
CCCOc1ccccc1C1C(C(=O)OC)=CN(C(C)C)C=C1C(=O)OC	-15%	58%[activator][57.1 µM]	-1.7	1%	-0.3	-4%	-2	-6	258%[activator][57.1 µM]
O=C(NCCCN1CCCC1=O)Nc1ccc([N+](=O)[O-])cc1	-12%	-6%	-0.1	5%	0.1	0%	-2	35*	-8%
CCCOC1CCCN(C(=O)c2ccc(OC3CCN(C(=O)COC)CC3)cc2)C1 (configuration not stated)	6%	-19%	1.2	4%	0.5	-3%	-2	-12	3%
CCc1ccc(S(=O)(=O)c2cn(C)c3cc(OC)c(OC)cc3c2=O)cc1	-9%&4%	17%&-3%	-0.3	2%&4%	0.1&2.2	-9%&17%	1&-4	/	-1%&-3%
O=C(/C=C1\NC2(CCCC2)Cc2ccccc21)C(=O)N/N=C/c1ccc(O)c(O)c1	-15%	-14%	0.0	?	-0.1	3%	2	-2	-15%
CC(=O)N1CCN(C(=O)COC(=O)CNC(=O)c2ccccc2C)CC1	-28%	13%[57.1 µM]	0.0	-1%	0.4	0%	2	-11	-7%[57.1 µM]
O=C(C1CC1)N1CCc2cc(S(=O)(=O)N3CCN(c4ccccc4)CC3)ccc21	-16%	21%	/	42%[activator]	-1.1	10%	-4	/	-1%
Cc1ccc(C)c(N2CCN(S(=O)(=O)c3c(C)[nH]c(C)c3C(=O)N3CCCC3)CC2)c1	-18%	-7%	-0.2	-5%	-0.4	1%	1	-8	5%
CCOC(=O)CSc1nc2cc(S(=O)(=O)Nc3ccccc3OC)ccc2o1	3%	17%	0.3	4%	0.5	3%	-11	7	-3%
COC(CNS(=O)(=O)c1cccc2nonc12)OC	-24%	13%[11.4 µM]	1.0	-3%	0.9	7%	-6	12	5%[11.4 µM]
CC1(C)CC(=O)N(CC(=O)O)c2ccccc2S1	2%	-12%	-1.7	2%	0.9	0%	-2	-3	-3%
Cc1nc([N+](=O)[O-])c(N2CCOCC2)n1Cc1ccccc1	-15%	7%	-1.9	-5%	-0.3	-2%	5	-6	-8%
COc1ccc(-c2noc(CNC(=O)COc3cccc(C)c3C)n2)cc1	-4%	22%	0.1	5%	1.3	8%	-6	/	-2%
COCCNc1nc(SCC(=O)N2CCN(c3ccccc3)CC2)nc2ccccc12	-6%	35%	10	-6%	-0.3	7%	0	0	8%
C=CCOC(=O)C1=C(C)NC(=O)NC1c1cc2c(cc1Br)OCO2 (configuration not stated)	-24%	25%	-0.5	-1%	-0.7	-1%	7	-8	3%
COc1ccccc1NS(=O)(=O)c1ccc(C)c(C(N)=O)c1	-12%	25%	-0.1	-4%	0.7	0%	-3	1	6%
O=C1c2cccc3c(O)ccc(c23)C(=O)N1Cc1ccccc1	6.3µM*	-25%	101*	?	154*	-3%	40*	34*	-9%
N#CCCN(Cc1cccnc1)C(=O)c1sc2cc(F)ccc2c1Cl	-14%	17%	1.5	2%	0.1	13%	-1	7	4%
c1cc(CNCCN2CCNCC2)ccn1	-10%	-19%	/	-4%	/	-12%	/	/	-3%
C/C(=N\NC(=O)c1ccccc1F)c1ccccn1	-11%	24%	1.8	-2%	0.4	4%	-4	2	0%
O=C(Nc1ccncc1)c1ccc([N+](=O)[O-])cc1Cl	-11%	12%[57.1 µM]	0.3	-1%	0.8	4%	-3	1	-17%[57.1 µM]
COc1ccccc1-c1nnc(SCC(=O)Nc2oc(C)c3c(C)n[nH]c(=O)c23)n1C	-19%	-7%	-1.3	-10%	-0.1	7%	11	-4	-2%
Cc1noc(C)c1C(=O)Nc1nccs1	-12%	-23%	1.0	1%	0.2	-3%	-2	5	-18%
CC1CCN(S(=O)(=O)c2ccc(C(=O)Nc3nnc(C4CC4)o3)cc2)CC1	-22%	20%	-1.2	-11%	-0.2	-7%	3	-16	0%
O=C1NC(=Nc2ccc3ccccc3c2)S/C1=C/c1ccco1	-12%	-9%	-0.5	66%[activator]	-0.6	1%	3	5	-2%
COc1ccc([C@H]2[C@H](C(=O)C(C)(C)C)N3N=Cc4ccccc4C3[C@]23N=C(c2ccccc2)OC3=O)cc1OC (some centres not stated)	-27%	22%	0.7	41%[activator]	0.2	9%	15	24	7%
O=C(CCc1nnc(CCCCc2ccccc2)o1)NCc1cccc(F)c1	-9%	-9%	-1.7	2%	-1.4	0%	2	11	-8%
Nc1nc(N)nc(-c2ccccn2)n1	-23%	8%	0.5	3%	-0.2	3%	4	-18	8%
COc1cccc(-c2nc(N)nc(SC)c2C#N)c1	-13%	7%[57.1 µM]	/	0%	-0.6	1%	7	/	3%[57.1 µM]
O=C(O)COc1ccc(/C=C/C(=O)c2ccc3ccccc3c2)cc1	-14%	-18%[57.1 µM]	0.3	7%	0.2	-12%	-4	-23	-10%
CC(C)c1ccc2oc(=O)cc(CN3CCCCC3)c2c1	-7%	13%	-1.1	-5%	0.2	4%	-2	25	1%
COc1cccc(CC2(CO)CCCN(Cc3[nH]c4ccc(C)cc4c3C)C2)c1 (configuration not stated)	-9%	?	-0.1	5%	0.1	0%	7	-14	-16%
O=C1N=C(N2CCOCC2)S/C1=C\C=C/c1ccccc1	-11%	-24%	0.2	0%	0.1	-6%	-3	-3	-9%
CSc1nsc(SCC(=O)Nc2c(C)n(C)n(-c3ccccc3)c2=O)n1	-12%	11%	-0.5	4%	0.0	4%	8	-5	-2%
N#Cc1ccc(C(=O)NCC2CCCCC2)cc1	-22%	14%	-0.6	-6%	-0.8	-6%	-4	2	7%
NS(=O)(=O)c1ccc(N2C(=O)C(=O)/C(=C(/O)c3ccccc3)C2c2ccc(Cl)cc2)cc1 (configuration not stated)	-6%	-7%	-1.7	1%	-0.8	1%	3	-1	-4%
Cc1ccccc1OCC(=O)Nc1nnc(C2CCCC2)s1	-8%	9%	3.6	-6%	-0.1	-5%	-5	4	2%
CCOC(=O)C1CCN(CC(=O)Nc2c(C(=O)OC)[nH]c3ccc(Cl)cc23)CC1	-5%	0%[57.1 µM]	0.4	-8%	-1.8	-5%	16	-12	16%[57.1 µM]
CCc1cc(=O)oc2cc(C)cc(OCC(=O)N3CCC[C@@H]3C(=O)O)c12	-6%	36%	0.1	-7%	0.0	-12%	-10	1	212%[activator]
CCn1c(C(=O)N2CCC(Cc3ccccc3)CC2)cc2sccc21	-3%	-5%	-0.2	6%	0.8	-1%	9	12	5%
COc1ccc(CC(=O)Nc2nnc(SCc3ccccc3)s2)cc1S(=O)(=O)N1CCOCC1	-16%	5%[57.1 µM]	/	27%	0.0	-7%	4	/	2%[57.1 µM]
Cc1cc(NC(=O)CN2C(=O)NC(c3ccccc3)(c3ccc(C)c(C)c3)C2=O)no1 (configuration not stated)	-9%	17%	0.6	1%	0.0	1%	-16	-2	-11%
Cn1nc(C(=O)NCc2ccccc2)c2c1-c1ccccc1S(=O)(=O)C2	?	3%&10%	0.3&1.1	-9%&23%	-0.1&0.1	20%&-4%	-8&0	-14	-6%&-9%
Cn1c(=O)c2[nH]c(SCCN3CCOCC3)nc2n(C)c1=S	10%	15%[57.1 µM]	/	0%	/	11%	/	/	10%[57.1 µM]

Entries listed so far with a halogen (7):
SMILES	USP1 inh	TrxR1 inh	D2 ag	Pin1 inhibitor	TRHR ag	mIDH1 inhibitor	TRHR PAM	D2 antag	TrxR1 substrate
C=CCOC(=O)C1=C(C)NC(=O)NC1c1cc2c(cc1Br)OCO2 (configuration not stated)	-24%	25%	-0.5	-1%	-0.7	-1%	7	-8	3%
N#CCCN(Cc1cccnc1)C(=O)c1sc2cc(F)ccc2c1Cl	-14%	17%	1.5	2%	0.1	13%	-1	7	4%
C/C(=N\NC(=O)c1ccccc1F)c1ccccn1	-11%	24%	1.8	-2%	0.4	4%	-4	2	0%
O=C(Nc1ccncc1)c1ccc([N+](=O)[O-])cc1Cl	-11%	12%[57.1 µM]	0.3	-1%	0.8	4%	-3	1	-17%[57.1 µM]
O=C(CCc1nnc(CCCCc2ccccc2)o1)NCc1cccc(F)c1	-9%	-9%	-1.7	2%	-1.4	0%	2	11	-8%
NS(=O)(=O)c1ccc(N2C(=O)C(=O)/C(=C(/O)c3ccccc3)C2c2ccc(Cl)cc2)cc1 (configuration not stated)	-6%	-7%	-1.7	1%	-0.8	1%	3	-1	-4%
CCOC(=O)C1CCN(CC(=O)Nc2c(C(=O)OC)[nH]c3ccc(Cl)cc23)CC1	-5%	0%[57.1 µM]	0.4	-8%	-1.8	-5%	16	-12	16%[57.1 µM]
